# Screening results from PubChem.
# IMPase Li inh – cell-permeable IMPase inhibitors with lithium potentiation | CHO-M1 cells, IP1 TR-FRET (IP-One), carbachol + lithium | Potency, µM (titrated, usually from 59.4 µM), without a hit: top-dose activity, negative = IMPase inhibition, most hits filed as inhibitors | hit rate 0.35% among 210,000;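 also: IP1 builds up when IMPase is blocked and the TR-FRET signal falls; potency is read from the fitted curve at half-maximal effect; plate controls were basal vehicle for no effect and high inhibitor control for full effect; nearly all actives have a fitted effect of over 50% in size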
#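 Lithium-sensitised IP1 accumulation assay; M1-expressing CHO cells treated 30 min at 37C with compound. Competitive antibody detection by time-resolved FRET followed a 10 min room-temperature lysis step.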
# Lamin A splicing – LMNA splicing modulation; Potency, µM (series often up to 46.1 µM), for the others: at the highest dose ratio change, negative = inhibition, actives largely listed as inhibitors; HeLa LMNA splicing GFP/RFP minigene ratio, 48 h; AID 1487; hit rate 0.01% among 200,000; active = well fitted inhibition curve with a large enough effect in the signal ratio, with a control signal flat, not every such curve was filed as active; inconclusive = small, poorly fitted or top-dose-only effect, or effect the other way, or a change in a side signal; the % refers to the signal ratio; also: potency is read from the fitted curve at half-maximal effect; % is scaled to controls: 0 for no effect and ±100 for the full control effect
#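 S3 HeLa cells stably expressing lamin A-EGFP splicing minigene plus DsRed2, 600 cells/well, 48 h compound exposure at 37C. Laser-scanning cytometry; analysed as GFP (500-530 nm)/RFP (575-640 nm) total intensity ratio; 0.5% DMSO vehicle.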
# Epigenetic derep – derepresses silenced GFP reporter in murine cells; murine LDR cells, GFP reporter derepression, 30 h; Potency, µM (highest dose often 53.9 µM), for inactives: at the highest dose GFP activation, most hits filed as activators; hit rate 0.2% among 280,000; also: potency is read from the fitted curve at half-maximal effect; % of control where 0% means no effect; nearly all actives have a fitted effect of over 60% in size
#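 Murine LDR cells bearing a silenced CMV-driven GFP reporter were exposed to compound for 30 h at 37 C. After PBS washes, GFP-positive cells (20-120 um objects) counted by laser-scanning microplate cytometry.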
# Luc counter – blocks Kinase-Glo luciferase, a counter-screen artifact. Q27757. Kinase-Glo luciferase, ATP luminescence, 8 min. Potency, µM (titrated, usually from 38.3 µM), for inactives: top-dose activity change, negative = inhibition, hits mostly inhibitors. hit rate 0.28% among 200,000; also: potency is read from the fitted curve at half-maximal effect; % is scaled to controls: 0 for no effect and ±100 for the full control effect; nearly all actives have a fitted effect of over 60% in size
#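 Compounds were added to a substrate mix at pH 7.2 (50 mM imidazole, 10 uM ATP, within the enzyme's linear range), followed by Kinase-Glo detection reagent; luminescence was measured after 8 minutes at ambient temperature.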
# NPSR antagonist – blocks cAMP signaling of the human neuropeptide S receptor | CHO-NPSR cells, cAMP TR-FRET, antagonist mode | Potency, µM (top dose mostly 38.3 µM), for inactives: at the highest dose activity change, negative = inhibition, most hits filed as inhibitors | hit rate 1% among 220,000 | AID 1461; also: potency is read from the fitted curve at half-maximal effect; % is scaled to controls: 0 for no effect and ±100 for the full control effect; nearly all actives have a fitted effect of over 50% in size; many of its hits are not listed in these tables
# CBFb-RUNX1 inh – blocks binding between human CBF-beta and RUNX1. 230,000 tested, under 10 active. AID 1477. AlphaScreen CBFb-His/RUNX1-biotin binding, biochemical. Q01196+Q13951. Potency, µM (top dose mostly 59.8 µM), without a hit: top-dose activity, negative = inhibition, actives largely listed as inhibitors; also: % of control where 0% means no effect
# Target sequence (Q01196 whole entry, looked up): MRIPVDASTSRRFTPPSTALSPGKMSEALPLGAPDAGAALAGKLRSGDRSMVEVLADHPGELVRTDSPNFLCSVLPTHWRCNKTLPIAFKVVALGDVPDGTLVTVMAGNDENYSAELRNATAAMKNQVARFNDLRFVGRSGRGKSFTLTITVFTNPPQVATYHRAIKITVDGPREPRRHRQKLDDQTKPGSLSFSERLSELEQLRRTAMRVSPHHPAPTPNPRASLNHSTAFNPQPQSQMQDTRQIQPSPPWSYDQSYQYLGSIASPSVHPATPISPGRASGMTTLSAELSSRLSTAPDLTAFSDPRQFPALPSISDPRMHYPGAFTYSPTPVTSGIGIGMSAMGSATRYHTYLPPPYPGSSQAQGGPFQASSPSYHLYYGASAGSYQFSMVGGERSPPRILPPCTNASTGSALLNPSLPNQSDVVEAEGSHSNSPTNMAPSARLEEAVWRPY
# Target sequence (Q13951 whole entry, looked up): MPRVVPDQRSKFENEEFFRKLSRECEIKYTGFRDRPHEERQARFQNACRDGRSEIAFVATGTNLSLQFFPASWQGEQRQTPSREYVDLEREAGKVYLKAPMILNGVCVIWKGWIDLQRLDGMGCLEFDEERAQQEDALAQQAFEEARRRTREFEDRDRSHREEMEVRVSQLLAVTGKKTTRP
#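 AlphaScreen proximity signal reports loss of binding between His-tagged CBF-beta and biotin-labelled RUNX1, each at 30 nM. Proteins are pre-associated for 20 minutes, compounds added for 15 minutes, then beads for 90 minutes, all at ambient temperature.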
# GLA spleen mod – alpha-galactosidase A (human) modulation; P06280; Potency, µM (doses to about 80 µM), inactives show at the top dose activity change, negative = inhibition, hits mostly inhibitors; human spleen homogenate, 4MU-alpha-Gal fluorescence, 40 min; hit rate 0.008% among 240,000;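 also: potency is read from the fitted curve at half-maximal effect; 0% = enzyme with vehicle and -100% = no enzyme basal signal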
# Target sequence (P06280 32-429 limits assumed): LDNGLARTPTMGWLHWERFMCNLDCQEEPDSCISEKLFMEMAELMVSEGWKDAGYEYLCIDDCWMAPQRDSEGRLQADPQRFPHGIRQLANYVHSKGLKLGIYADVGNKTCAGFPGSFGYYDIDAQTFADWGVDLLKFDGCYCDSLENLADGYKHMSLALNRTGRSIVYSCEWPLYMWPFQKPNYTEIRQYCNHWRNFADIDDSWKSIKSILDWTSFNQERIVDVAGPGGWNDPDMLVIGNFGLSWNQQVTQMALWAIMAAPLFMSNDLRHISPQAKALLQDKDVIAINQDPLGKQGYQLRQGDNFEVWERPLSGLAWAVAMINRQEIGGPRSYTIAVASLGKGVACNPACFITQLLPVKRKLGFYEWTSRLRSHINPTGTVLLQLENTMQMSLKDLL
#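 Inhibition or activation of alpha-galactosidase in human spleen homogenate is scored by 4-MU fluorescence after 40 min at 37C, pH 5.0, with 1 mM substrate. AC50s come from concentration-response fitted to the Hill equation.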
# Starred values were filed as active, the others as inactive; ? = inconclusive; / = not tested or not shown; & = joins results of further samples; [ ] = remark or other dose. Unless noted, calls follow the shape of the dose curve; as a rule, active = well fitted curve in the direction sought with a large enough effect; inconclusive = small, poorly fitted or top-dose-only effect, or another doubt; inactive = no such curve, though single readings can be large; an effect the other way counts as inactive or inconclusive.
No.	Molecule	IMPase Li inh	Lamin A splicing	Epigenetic derep	Luc counter	NPSR antagonist	CBFb-RUNX1 inh	GLA spleen mod
1	CCCCCn1c(SCC(=O)OC)nc2c1c(=O)[nH]c(=O)n2C	5%[38.3 µM]	2%	-0.2%	-2%	-10%[46.1 µM]	-1%	6%
2	CCn1c(C(=O)N2CCC(C(=O)NCc3ccc4c(c3)OCO4)CC2)cc2sccc21	-3%	?	-1.0%	0%	1%	-3%	-1%
3	Cc1oc(-c2ccc(F)cc2)cc1-c1nn2c(-c3ccoc3C)nnc2s1	15%[38.3 µM]	11%	-1.6%	12%	?	-15%	-4%
4	COc1ccc(C)cc1NC(=S)Nc1ccccc1SC	3%	-6%[46 µM]	-0.4%	-3%	5%	-3%	-9%
5	COc1ccc(Oc2ccc3c(C(F)(F)F)cc(C(F)(F)F)nc3n2)cc1	22%[38.3 µM]	-1%	-1.0%	2%	-13%[46.1 µM]	6%	12%
6	COc1ccccc1C(=O)Nc1ncc2c(n1)CC(c1ccco1)CC2=O (centres undefined)	6%[38.3 µM]	6%	0.0%	0%	-24%[46.1 µM]	?	5%
7	Cc1c(C#N)c2ccccc2n1C	/	/	0.0%	/	3%	19%	-10%
8	O=C(/C=C/c1ccco1)NCc1ccccn1	6%	/	-3.0%	0%	6%	2%	0%

# Grouped by structure, the compounds so far containing fluorine
No.	Molecule	IMPase Li inh	Lamin A splicing	Epigenetic derep	Luc counter	NPSR antagonist	CBFb-RUNX1 inh	GLA spleen mod
3	Cc1oc(-c2ccc(F)cc2)cc1-c1nn2c(-c3ccoc3C)nnc2s1	15%[38.3 µM]	11%	-1.6%	12%	?	-15%	-4%
5	COc1ccc(Oc2ccc3c(C(F)(F)F)cc(C(F)(F)F)nc3n2)cc1	22%[38.3 µM]	-1%	-1.0%	2%	-13%[46.1 µM]	6%	12%

# Next records follow:
No.	Molecule	IMPase Li inh	Lamin A splicing	Epigenetic derep	Luc counter	NPSR antagonist	CBFb-RUNX1 inh	GLA spleen mod
9	COc1ccc(Cc2nnnn2CC(=O)O)cc1	-15%[38.3 µM]	6%	-0.7%	-1%	7%[46.1 µM]	6%	4%
10	COc1ccc2nc(SCC(=O)Nc3ccc(S(=O)(=O)N4CCCC4)cc3)c(C#N)cc2c1	12%[38.3 µM]	-28%	-1.0%	5%	-15%[46.1 µM]	11%	4%
11	CCOc1ccc(CCNC(=O)C(C)n2nc(C)n3c(cc4occc43)c2=O)cc1OCC (centres undefined)	-4%[38.3 µM]	3%	-1.5%&-1.7%	1%	-15%[46.1 µM]	1%	-5%
12	C=CCn1c(SCc2ccc(C#N)cc2)nnc1-c1ccc(C)cc1	2%[38.3 µM]	22%	-1.9%	4%	?	-3%	-11%
13	COc1cc(C(=O)Nc2c(C)cc(C)cc2C)c(-n2cnnn2)cc1OC	-9%[38.3 µM]	-1%	-1.0%	13%	-2%[46.1 µM]	7%	-1%
14	Cc1ccc(Nc2nc(COC(=O)COc3ccc(C=O)cc3)cs2)cc1	3%	11%	6.7%	-1%	20%	-8%	2%
15	CC1(C)Cc2nc3sc4c(=O)n(Cc5ccccc5)cnc4c3cc2CS1	-2%	-14%	?	3%	-23%	-2%	-15%
16	COC(=O)c1cc(OC)c(OC)cc1NC(=O)Cc1ccccc1[N+](=O)[O-]	7%[38.3 µM]	-6%	7.0%	0%	-8%[46.1 µM]	-3%	-1%
17	O=C(Nc1nc2ccccc2s1)C1CC(=O)N(c2ccccc2)C1 (centres undefined)	8%[38.3 µM]	0%	-1.0%	0%	-4%[46.1 µM]	5%	6%
18	O=C(NCc1ccco1)c1ccc2c(c1)CCO2	/	/	0.0%	/	12%[7.67 µM]	7%	2%
19	O=C(CN1C(=O)CCC1=O)Nc1ccc2c3c(cccc13)CC2	-5%[38.3 µM]	-12%	0.0%	1%	11%[46.1 µM]	3%	6%
20	COCCCNC(=O)c1ccc(C2SCC(=O)N2Cc2ccco2)cc1 (centres undefined)	?	/	4.5%	-3%	25%	7%	1%
21	CCOC(=O)c1c(-c2ccc(F)cc2)csc1NC(=O)C1CCCO1 (centres undefined)	13%	11%[46 µM]	6.3%	3%	56%	12%	-5%
22	Cc1ccccc1/C=N/n1c(-c2cc(-c3ccccc3)n[nH]2)n[nH]c1=S	/	/	-1.1%	/	-31%	3%	1%
23	Cc1cc(N/N=C/c2ccc(O)cc2O)nc(-c2ccccc2O)n1	11%	?	0.0%	-2%	-32%	-13%	-8%
24	CCn1c(COc2ccc(C)cc2)nnc1SCC(=O)NCc1ccco1	-1%	/	0.3%	1%	1%	-3%	0%
25	CCOC(=O)c1c(NC(=O)c2noc(C)c2[N+](=O)[O-])sc(C(C)=O)c1C	1%	4%[46 µM]	-0.8%	0%	-33%	-8%	-3%
26	CC(C)(C)NC(=O)C(c1ccncc1)N(C(=O)c1csnn1)c1ccccc1 (centres undefined)	13%[38.3 µM]	-4%	-6.7%	0%	7%[46.1 µM]	13%	1%
27	O=C(O)CC(CC(=O)Nc1ccccc1C(=O)O)c1ccccc1 (centres undefined)	/	/	2.1%	/	1%	8%	20%
28	Fc1ccccc1Nc1nc(-c2ccncc2)nc2ccccc12	15%	?	-1.3%	-2%	-14%	7%	4%
29	COc1ccc(C(=O)N2CCC3(CCN(CC(C)C)CC3)CC2)cc1	22%	/	/	1%	/	/	-8%
30	Cc1ccc(S(=O)(=O)N2CCC(=O)N(CCOC(=O)Nc3cc(C)cc(C)c3)CC2)cc1	2%&9%	?	3.1%&3.8%	0%[39.9 µM]	7%	5%	12%&1%
31	COc1ccc(C)cc1S(=O)(=O)n1nc(C)cc1C	8%	0%[46 µM]	-0.6%	2%	3%	10%	6%
32	CC1CC(C)CN(C(=S)Nc2ccc3nc4n(c(=O)c3c2)CCCCC4)C1 (centres undefined)	3%	?	-1.1%	4%	17%	-6%	2%
33	C/C(=N\Nc1ccc(Cl)c(C(=O)O)c1)c1cccc([N+](=O)[O-])c1	/	/	-2.4%	/	17%	-3%	3%
34	O=[N+]([O-])c1cccc(-c2csc(N/N=C/c3cccc(O)c3)n2)c1	7%	/	-1.5%	10%	-10%	-19%	-4%
35	CN1C=CC=C/C1=C1\SC(=S)N(CC(=O)O)C1=O	19%	?	-1.1%	0%	2%	12%	9%
36	COC(=O)C(O)(CC(=O)Nc1ccccc1OC)C(F)(F)F (centres undefined)	8%	-15%	3.1%	2%	12%	-11%	?
37	CCOc1ccccc1CN1CCN(C2CCSCC2)CC1CCO (centres undefined)	18%	?	-1.1%	1%	1%	0%	0%
38	CCn1c(-c2csc(C(C)C)c2)n[nH]c1=S	14%	?	-0.9%	-4%	7%	3%	2%
39	Cc1cccc(C(=O)n2c(=S)nc3cc(C)ccn32)c1	/	/	0.9%	/	5%	-5%	9%
40	O=C1CC(Cc2ccc(Cl)cc2)C(=O)N1c1cc(Cl)ccn1 (centres undefined)	/	/	0.7%	/	7%	2%	-6%
41	COC(=O)N1c2ccccc2C23[C@@H]4CN5CCC[C@]6(CCC12C(O)(C6)C4=O)[C@H]53	14%	/	-0.3%	1%	/	4%	-4%
42	CCOCCCNC(=O)CN1C(=O)/C(=C/c2ccccc2)Sc2ccccc21	8%	-21%	2.6%	-1%	-30%	-14%	12%
43	O=C(c1ccc(Oc2ccc(C(F)(F)F)cc2[N+](=O)[O-])cc1)N1CCOCC1	-2%	?	1.1%	-1%	18%	-3%	5%
44	COc1ccc(-c2nc(S(=O)(=O)c3ccccc3)c(N3CCOCC3)o2)cc1	-7%	-4%	-1.1%	2%	-32%	-7%	12%
45	O=C(COc1nncc2ccccc12)NCC(F)(F)F	-8%	-7%[46 µM]	-0.3%	6%	7%	15%	9%
46	COC(=O)C(=C/C=C/c1cccnc1)C(=O)OC	6%	?	-4.2%	-2%	20%	8%	-5%
47	COC(=O)c1ccccc1NC(=O)N1CCN(c2ccc(OC)cc2)CC1	10%	2%[46 µM]	6.9%	1%	-18%	-13%	-2%
48	CCC(=O)NCCc1c[nH]c2ccccc12	-15%[38.3 µM]	-1%	-0.7%	0%	-16%[46.1 µM]	-2%	-7%
49	CC(C)(C)NC(=O)C1CC(=O)OC1(C)C (centres undefined)	35%[38.3 µM]	-7%	-1.0%	-1%	3%[46.1 µM]	7%	2%
50	CCOC(=O)N1CCC(NC(=O)c2ccc3c(c2)N(C)CCS3)CC1	-11%	-18%	-0.8%	2%	?	2%	-4%
51	CC(=O)c1cccc(Nc2cc(C)nc3c(C)cccc23)c1	/	/	2.5%	/	2%	4%	4%
52	COc1ccc(C2C(C(=O)c3ccco3)=C(O)C(=O)N2CCOCCO)cc1OC (centres undefined)	-24%[38.3 µM]	17%	0.0%	-6%	1%[46.1 µM]	2%	-8%
53	S=c1[nH]nc(C23CC4CC(CC(C4)C2)C3)n1Cc1ccco1	-9%[38.3 µM]	-4%	1.8%	-3%	-11%[46.1 µM]	-2%	-9%
54	COc1ccc(CNc2ncnc3ccc(-c4ccccc4C#N)cc23)c(OC)c1	2%	?	/	/	/	/	-29%
55	COCc1c(C(=O)Nc2ccc(Cl)cc2F)oc2ccccc12	2%	22%[9.22 µM]	1.8%	0%	-39%	11%	-1%
56	CCC(=O)Nc1sc2c(c1C(N)=O)CCC2	4%[38.3 µM]	6%	0.2%	13%	-14%[46.1 µM]	3%	-3%
57	Cc1nnc(SCC(=O)N2c3ccccc3CC2C)s1 (centres undefined)	-3%	-15%	0.0%	0%	-4%[46.1 µM]	7%	-6%
58	O=C(Nc1ccc(Cl)c(Cl)c1)N1CCSC1c1ccco1 (centres undefined)	27%[38.3 µM]	?	-1.1%	-4%	?	-3%	12%
59	Cc1nnc(-c2ccc(Oc3ccc(C)c(C)c3)c([N+](=O)[O-])c2)o1	13%	?	-7.4%	-2%	-3%	-4%	-1%
60	O=C(O)CCNS(=O)(=O)c1ccc(Oc2ccccc2)cc1	11%[38.3 µM]	16%	2.0%	4%	6%[46.1 µM]	3%	-1%
61	Cc1ccc(OCc2n[nH]c(=S)n2C2CCCCC2)cc1	23%[38.3 µM]	?	1.0%	-1%	-14%[46.1 µM]	-1%	-5%
62	Cc1nnc(NC(=O)CSc2nnc(Cc3cccn3C)n2-c2cccc(C)c2C)s1	2%	7%	0.0%	-1%	-5%[46.1 µM]	-10%	10%
63	CCCCNC(=S)N1CCN(c2nc3ccccc3s2)CC1	0%	?	-2.7%	-1%	-14%	1%	-15%
64	O=C(COC(=O)c1cccnc1Nc1cccc(C(F)(F)F)c1)NCc1ccc2c(c1)OCO2	3%[38.3 µM]	21%	-1.5%	-3%	-9%[46.1 µM]	5%	5%

# An excerpt, so the mix of outcomes need not match the whole.
